High-throughput results: PubChem BioAssay, National Center for Advancing Translational Sciences (NCATS)
AmpC det inh = blocks E. coli AmpC beta-lactamase in presence of detergent. P00811. purified AmpC, nitrocefin hydrolysis with detergent. Potency, µM (doses to about 28.7 µM), for inactives: at the top dose activity change, negative = inhibition. 71,000 tested, 0.09% active; active means well fitted curve in the direction sought with a large enough effect
Target sequence (P00811 whole entry, looked up): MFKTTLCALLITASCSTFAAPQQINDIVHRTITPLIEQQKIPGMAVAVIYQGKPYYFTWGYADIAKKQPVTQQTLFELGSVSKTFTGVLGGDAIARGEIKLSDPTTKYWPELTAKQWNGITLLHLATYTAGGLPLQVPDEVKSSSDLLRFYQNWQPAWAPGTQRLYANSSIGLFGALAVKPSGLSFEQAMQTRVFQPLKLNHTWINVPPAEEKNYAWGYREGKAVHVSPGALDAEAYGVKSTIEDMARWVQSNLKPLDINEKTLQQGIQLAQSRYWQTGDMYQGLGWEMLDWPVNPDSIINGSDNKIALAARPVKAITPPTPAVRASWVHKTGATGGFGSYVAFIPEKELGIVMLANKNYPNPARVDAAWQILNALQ
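E. coli AmpC (5.3 nM) in 20 mM phosphate pH 7.0 with 0.01% Triton X-100, preincubated 15 min RT with compound; nitrocefin (2 uL of 800 uM stock) hydrolysis followed by 480 nm absorbance every 20 s over 4 min.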
* = called active by the depositor; & = joins results of further samples; [ ] = dose if it differs, or a comment. On the % scale 0 is the no-effect control and ±100 the full control effect; potency means the concentration at half of the fitted maximal effect.

SMILES	AmpC det inh
Cc1noc(C)c1C(=O)N1CCC2(CCCN(CC(C)C)C2)CC1	-6%
O=C(O)CP(=O)(O)O	-3%[5.75 µM]
CCOC(=O)c1ccc(N2Cc3ccccc3C2)cc1O	-1%
O=C(CCCn1c(=S)[nH]c2ccccc2c1=O)N1CCCCC1	-3%
CCCSC1=C(C#N)C(c2ccccc2C)CC(=O)N1 (centres undefined)	-5%
Cc1ccccc1CN1CCCNC1=O	2%
COc1ccc(NC(=O)c2ccccc2C)c(OC)c1	2%
CC(C)OC(=O)CSc1ncnc2c1cnn2Cc1ccccc1	-2%
CCCN1/C(=C(/C#N)C2=NS(=O)(=O)c3ccccc32)N(C)c2ccccc21	-7%
Cc1oc2c(C)c3oc(=O)c4c(c3cc2c1C)CCC4	-3%
Cc1noc(C)c1-c1cc(Nc2ccc(F)cc2)ncn1	5%
Cc1ccc2c(c1)c(C)c(C)n2CC(O)Cn1nc(C)c(Br)c1C (centres undefined)	-5%
CCOc1cc(C(N)=O)cc(OCC)c1OCC	-3%
CCOC(=O)C1CCN(CC(O)COc2ccc(C(C)(C)CC)cc2)CC1 (centres undefined)	-3%
O=C(c1cccc(F)c1)N1C2C=CC(C2)C1(C(F)(F)F)C(F)(F)F (centres undefined)	0%
CCOc1ccc(C(=O)Nc2nncs2)cc1OCC	-3%
COC(=O)Nc1ccc2c(c1)N(C(=O)CCN1CCN3CCCC3C1)c1ccccc1CC2 (centres undefined)	-1%
CC1CCCCN1CCNC(=O)C1CCN(S(=O)(=O)c2cccc3cccnc23)CC1 (centres undefined)	6%
O=C(Nc1ccc(Cl)cc1)N(Cc1cccs1)Cc1cccs1	2%
Cn1c(=O)oc2cc(S(=O)(=O)N3CCc4ccccc4C3)ccc21	11%
CN(C)C(=O)N1CCC(C(=O)NC2CCCCCCC2)CC1	-3%
COc1ccc(C2C(C(C)=O)=C(O)C(=O)N2CCCn2ccnc2)cc1OC (centres undefined)	10%
CS(=O)(=O)N1CCC[C@@]2(CCN(C(=O)Nc3cccc(C#N)c3)C2)C1	-2%
O=C(O)CSc1nnc(CNc2ccc(Cl)cc2)n1Cc1ccccc1	-3%
Cc1cc(N2CCN(C(=O)c3ccco3)CC2)n2ncnc2n1	-5%
Cc1csc(NC(=O)c2cc3c(s2)CCC3)n1	13%
Cc1nonc1NC(=O)OC1CCCCC1	-1%
O=C(Nc1nnc(C2CCCCC2)s1)c1ccco1	-1%
O=C(CC1OC(=O)c2ccccc21)c1ccco1 (centres undefined)	0%
COc1cc2nc(C3CCC3)n(NC(=O)COc3ccccc3)c(=O)c2cc1OC	-5%

The final 7 records of the part before open the next one.
SMILES	AmpC det inh
O=C(O)CSc1nnc(CNc2ccc(Cl)cc2)n1Cc1ccccc1	-3%
Cc1cc(N2CCN(C(=O)c3ccco3)CC2)n2ncnc2n1	-5%
Cc1csc(NC(=O)c2cc3c(s2)CCC3)n1	13%
Cc1nonc1NC(=O)OC1CCCCC1	-1%
O=C(Nc1nnc(C2CCCCC2)s1)c1ccco1	-1%
O=C(CC1OC(=O)c2ccccc21)c1ccco1 (centres undefined)	0%
COc1cc2nc(C3CCC3)n(NC(=O)COc3ccccc3)c(=O)c2cc1OC	-5%
Cc1ccc(Nc2cc(=O)n(C3CCCCC3)c(=O)[nH]2)cc1C	-1%
COc1ccc(-c2coc3cc(O)ccc3c2=O)cc1	-1%
COc1ccc(OC)c(C2=NOC(C(=O)Nc3c(C)n(C)n(-c4ccccc4)c3=O)C2)c1 (centres undefined)	12%
COc1ccc(-n2c(CNC(=O)c3cc(OC)c(OC)c(OC)c3)n[nH]c2=S)cc1	1%
O=c1oc2cc(O)ccc2c2c1CCCC2	0%
COc1ccc(NC(=O)CN2CCN(CC(=O)Nc3ccccc3Cl)CC2)cc1	-3%
NC1=N[C@H](c2ccc(Cl)cc2)N(c2ccc(S(=O)(=O)Nc3ncccn3)cc2)C(N)=N1	-1%[5.75 µM]
O=C(CN1CCC(C(=O)c2ccc(F)cc2)CC1)Nc1ccccc1	8%
O=S(=O)(c1cccs1)N1CCc2ccccc21	17%
COc1cc2c(cc1NC(=O)c1cccnc1)CCCC2	1%

Taken from above.
Entry of Cc1ccc2c(c1)c(C)c(C)n2CC(O)Cn1nc(C)c(Br)c1C (centres undefined) under AmpC det inh: -5%
Entry of Cc1oc2c(C)c3oc(=O)c4c(c3cc2c1C)CCC4 under AmpC det inh: -3%
Entry of CCOc1ccc(C(=O)Nc2nncs2)cc1OCC under AmpC det inh: -3%

Other entries
SMILES	AmpC det inh
ClC1=CCC2CN(CCN3CCCCC3)CC2C1 (centres undefined)	-3%
CCOC(=O)c1cc2c(=O)n3cc(C)ccc3nc2n(Cc2cccnc2)c1=N	-2%
COc1ccc2nc(NC(=O)c3cccc(OCc4c(C)noc4C)c3)sc2c1	8%
Cc1ccc(NC(=O)COC(=O)C2CC2C)c(S(=O)(=O)N2CCCCC2)c1 (centres undefined)	-3%
O=C1NCCN1c1ncc([N+](=O)[O-])s1	0%[12.8 µM]
CN1CCN([C@@H](c2ccccc2)c2ccc(Cl)cc2)CC1	-5%[12.8 µM]
CC(NC(=O)c1ccc(S(=O)(=O)N(C)C)cc1)c1ccccc1 (centres undefined)	-2%
CCn1c(O)c(/C=N/n2cnnc2)sc1=S	-3%
CCOC(=O)Cc1csc(NC(=O)CCN2C(=O)c3ccccc3C2=O)n1	-4%
O=C1c2cccnc2C(O)N1Cc1cccs1 (centres undefined)	3%

Next section, starting with the last 2 of the part before.
SMILES	AmpC det inh
CCOC(=O)Cc1csc(NC(=O)CCN2C(=O)c3ccccc3C2=O)n1	-4%
O=C1c2cccnc2C(O)N1Cc1cccs1 (centres undefined)	3%
CCN(N=O)C(N)=O	12%
Cc1cc2c(c(C)nn2-c2ccccc2)c(=O)o1	2%
Cc1sc2nc(SCC(=O)NCc3ccco3)[nH]c(=O)c2c1C	13%
c1ccc2cc(NCNc3ccc4ccccc4c3)ccc2c1	11%[5.75 µM]
Cc1ccc(-c2csc3nnc(SCC(=O)Nc4cccc(C)n4)n23)cc1	-4%
COc1ccc(-c2nn3c(-c4cccc(C)c4)nnc3s2)cc1OC	-6%
Cc1ccc(C(=O)NCc2cccs2)cc1S(=O)(=O)N1CCCCC1	-8%
O=C(Cn1cnc2c(cnn2-c2ccc(F)cc2)c1=O)N1CCCc2ccccc21	9%
CCCCC(=O)Nc1ccc2c(c1)nc1n2CCSC1	14%
COc1cccc(NC(=O)Cn2nnc(C(=O)Nc3ccccc3)c2N)c1	0%
COCCn1c(=O)c(-c2cccs2)nc2cnc(N3CCNCC3)nc21	1%
CCN1C(=O)C2C(c3ccccc3F)NC(Cc3ccc(O)cc3)(C(=O)OC)C2C1=O (centres undefined)	0%
CCCCOC(=O)C1Cc2ccccc2C(=O)O1 (centres undefined)	-5%
O=C(NCc1cccs1)C1CCC(CNS(=O)(=O)c2cccs2)CC1 (centres undefined)	-2%
O=C(Nc1nnc(C23CC4CC(CC(C4)C2)C3)s1)c1ccco1	0%
O=C(CCCn1c(=O)[nH]c2ccccc2c1=O)NC1CCCCCC1	3%
COc1ccc(NC(=O)CSc2nnc(-c3ccccc3C)n2N)cc1OC	0%
COc1ccccc1-c1nc(C#N)c(N2CCN(C(c3ccccc3)c3ccccc3)CC2)o1	-3%
CCC1=C(C[C@H]2NCCc3ccccc32)C[C@@H]2c3cc(OC)c(OC)cc3CCN2C1	-4%[5.75 µM]
CCOC1(OCC)N=C(N)C2(C#N)C(c3ccc(NC(C)=O)cc3)C12C#N (centres undefined)	0%
CN(C(=O)c1cccc(C#N)c1)c1nnc(-c2ccccn2)s1	-4%
CCCCn1c(O)c(C=NC2CC3CCC2(C)C3(C)C)c(=O)[nH]c1=O (centres undefined)	-7%
O=c1c2c3c(sc2ncn1/N=C/c1ccco1)CCCC3	7%
COc1cccc(C(=O)OCc2ccccc2C#N)c1O	-3%
CCOc1ccc2nnnn2n1	8%
Nc1nc(=O)c2[nH]cnc2n1O	-2%[5.75 µM]
O=C(O)[C@H](Cc1c[nH]c2ccccc12)N1C(=O)c2ccccc2C1=O	-2%[5.75 µM]
Cc1ccc2c(c1)NCCO2	-1%
O=C(NCc1ccc(F)cc1)C1CCCN(S(=O)(=O)c2cccnc2)C1 (centres undefined)	-3%
O=CN1CCN(C2CC(=O)N(c3ccc4c(c3)OCO4)C2=O)CC1 (centres undefined)	-4%
COc1ccccc1NC(=O)Cc1nn(C)c(=O)c2ccccc12	-3%
Fc1ccc(-c2nnc(Cc3nnc(-c4ccc(F)cc4)o3)o2)cc1	-3%
c1ccc2cc(OCCN3CCCC3)ccc2c1	0%
Cc1ccc(-c2c3c(=O)n(C)c(=O)n(C)c3cn2CCCN2CCOCC2)cc1	-2%
Cc1cc(C(=O)CSc2nncs2)c(C)n1-c1ccc2c(c1)OCO2	0%
CC[C@@H](c1ccc2cc(O)ccc2c1)C(C)(C)C(=O)O	-3%[5.75 µM]
COc1cc2ccc(=O)oc2cc1O	-2%
CN1CCNC(=O)C1CC(=O)O (centres undefined)	14%
O=C(O)COc1ccccc1C1C2C(=O)N(c3ccccc3)C(=O)C2ON1c1ccccc1 (centres undefined)	6%
CN(C)CCNc1oc(-c2ccccc2F)nc1C#N	13%
COc1ccc(S(=O)(=O)N(C)CC(=O)Nc2ccc(F)cc2)cc1	-4%
CCOC(=O)c1[nH]c(C)c(C(=O)Nc2ccc(C)c(F)c2)c1C	-6%
Nn1cc(-c2ccccc2)nc1SCC(=O)NC1CCS(=O)(=O)C1 (centres undefined)	-1%
Nc1ccn([C@H]2O[C@H](CO)[C@@H]3[O][Sn]([c]4ccccc4)([c]4ccccc4)[O][C@H]32)c(=O)n1	-6%[5.75 µM]
CSc1nsc(SC)c1NC(=O)OCCc1ccccn1	-5%
O=C(CSc1ccccn1)Nc1ccccc1F	-1%
O=C(NCc1ccoc1)c1ccc(NC(=O)c2ccccc2Cl)cc1	-4%
O=C(COc1ccc(S(=O)(=O)N2CCCC2)cc1)NCc1ccco1	0%
COC(=O)C(C)Sc1ccc2nnc(-c3ccc(F)cc3)n2n1 (centres undefined)	-1%
O=C(NCCCN1CCCC1=O)c1ccc2c(c1)OCO2	-1%

Going on with the list.
SMILES	AmpC det inh
Cc1cccc(-n2c(N)cc(=O)nc2SCC(=O)NC2CCCCC2)c1	-3%
Cc1ccccc1OCc1nc2ccccc2c(=O)n1/N=C/c1ccco1	-4%
CCCCc1c(O)nc(SCC(=O)c2ccccc2)[nH]c1=O	-3%
Cc1c(NC(=O)COC(=O)C2CC3C=CC2C3)c(=O)n(-c2ccccc2)n1C (centres undefined)	10%
Cc1noc(C)c1C(=O)N1CCC2(CC1)CN(c1ccccc1)C2	-1%
CCn1c(Cc2ccccc2)nnc1SCC(=O)Nc1ccccc1	9%
COc1ccc(/C=N/O)cc1COc1ccc(NC(C)=O)cc1	7%
Cc1ccccc1OCc1nnc2n1CC(C)S2 (centres undefined)	11%
O=C1c2ccccc2C(=O)N1CCCc1nc2ccccc2c(=O)n1CCCn1ccnc1	4%
CCOC(=O)N1CCN(C(=O)CN(c2ccc3c(c2)OCO3)S(C)(=O)=O)CC1	-2%
CCCOc1ccc(C2C(=O)N(C3CCCCC3)CC(=O)N2C2CC2)cc1OC (centres undefined)	-3%
COc1cc(S(=O)(=O)N2CCN(Cc3ccc4c(c3)OCO4)CC2)c(C)cc1C	10%
CN1CCN(c2ncnc3ccc(-c4cccc(NS(C)(=O)=O)c4)cc23)CC1	-23%
Cc1ccc2nc(C3CCN(C(=O)c4ccco4)CC3)[nH]c2c1	0%
Cc1nn(Cc2ccc(Cl)c(Cl)c2)c(C)c1NC(=O)c1cc(-c2ccc3c(c2)OCO3)on1	-1%
Cc1cccc(N2CCN(Cc3c(C)n(C)n(-c4ccccc4)c3=O)CC2)c1C	20%
CC(=O)Nn1cc2c(c1-c1ccccc1)c(=O)n(C)c(=O)n2C	6%
NC[C@@H](O)CSP(=O)(O)O	-6%[5.75 µM]
Clc1ccccc1-c1nnc2sc(-c3ccccn3)nn12	-1%
COc1ccc2[nH]c(=O)c(CN(C(=O)NC3CCCCC3)C3CCCC3)cc2c1	-2%
Cn1c(NC(=O)C(C)(C)Oc2ccc(Cl)cc2)cc(=O)n(C)c1=O	8%
CCOC(=O)N1CCN(c2cc(=O)n(Cc3ccc(F)cc3)c(=O)[nH]2)CC1	7%
CCN1CCN(c2ccc(NC(=O)c3cccc4ncccc34)cc2)CC1	-5%
NC[C@@H](O)CSCc1ccc(Cl)cc1	-2%[5.75 µM]
CCOCC(=O)Nc1nc2ccc(OCC)cc2s1	-2%
COc1ccc(NC(=O)[C@@H]2[C@@H]3C(=O)N(C4CCCCC4)C(=O)[C@@H]3C3c4ccccc4C=CN32)cc1 (some centres undefined)	-2%
O=C(CN1C(=O)c2ccccc2C1=O)N1CCOCC1	6%
CC(N)=NCCC[C@H](N)C(=O)O	-2%&0%
Cc1cc2n(n1)C(c1c[nH]c3ccccc13)Nc1ccccc1-2 (centres undefined)	-1%
O=C(NCc1ccco1)C1CCN(S(=O)(=O)c2cccc3cccnc23)CC1	5%

7 compounds already listed, arranged by heavy-atom count, ascending:
SMILES	AmpC det inh
CC(N)=NCCC[C@H](N)C(=O)O	-2%&0%
NC[C@@H](O)CSCc1ccc(Cl)cc1	-2%[5.75 µM]
CCOCC(=O)Nc1nc2ccc(OCC)cc2s1	-2%
O=C(CN1C(=O)c2ccccc2C1=O)N1CCOCC1	6%
Cc1cc2n(n1)C(c1c[nH]c3ccccc13)Nc1ccccc1-2 (centres undefined)	-1%
CCN1CCN(c2ccc(NC(=O)c3cccc4ncccc34)cc2)CC1	-5%
O=C(NCc1ccco1)C1CCN(S(=O)(=O)c2cccc3cccnc23)CC1	5%

The results go on.
SMILES	AmpC det inh
O=C(Nc1ccc2c(c1)OCO2)C1CCCN1C(=O)OCc1ccccc1 (centres undefined)	-1%
CCCn1c(=S)[nH]c2cc(C(=O)N3CCCC(C(=O)OCC)C3)ccc2c1=O (centres undefined)	12%
O=C(NC1CCN(C(=O)NCc2ccccc2)CC1)c1ccco1	4%
COc1cccc(-c2nnn(CC(=O)Nc3ccc(C)cc3C)n2)c1OC	1%
CCOc1ccc2[nH]c(=O)c(CN(CCCO)C(C)=O)cc2c1	8%

The list is partial; rates above refer to the full screens.
